# Compound activity: PubChem, Southern Research Specialized Biocontainment Screening Center
# Salmonella PhoP GFP: PhoP regulon inhibitors, Salmonella typhi PhoP promoter GFP reporter, confirmatory (AID 1850). hit rate 0.33% among 310,000. inhibition, % at 50 µM, or IC50 in µM where a hit was titrated. Salmonella Typhi PhoP-promoter GFP reporter, fluorescence, 4 h; higher % means a stronger effect; in the data active = a potency from the dose series; inconclusive = inhibition mostly from about 25% at the one dose, without a potency; inactive = the rest, 99 in 100 with inhibition below about 19%;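 also: 0% = induced wells with vehicle and 100% = uninduced wells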
# tuberculosis growth: growth inhibition of non-replicating M. tuberculosis (AID 488890); inhibition, % at 25 µM, or IC50 in µM where a hit was titrated; Mycobacterium tuberculosis non-replicating, growth inhibition; higher % means a stronger effect; hit rate 0.39% among 320,000; in the data active = a potency from the dose series; inconclusive = inhibition mostly from about 82% at the one dose, without a potency; inactive = the rest, 99 in 100 with inhibition below about 76%;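 also: plate controls were DMSO cells for no effect and high antibiotic wells for full effect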
# M. tuberculosis HTS: M. tuberculosis growth inhibition, HTS (AID 449762); hit rate 0.59% among 330,000; M. tuberculosis H37Rv growth inhibition, 7H9 media; higher % means a stronger effect; one-dose inhibition, % at 25 µM; IC50 in µM for titrated hits; in the data active = a potency from the dose series; inconclusive = inhibition above about 70% without an active follow-up result;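 also: bacterial growth assessed after seven days of incubation; strong numbers were not always called active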
# VEEV TC-83 Vero: inhibitors of VEEV TC-83 cytopathic effect, confirmation, Vero cells (AID 588727); Vero cells, VEEV TC-83 cytopathic effect inhibition; higher % means a stronger effect; one-dose inhibition, % at 20 µM; IC50 in µM for titrated hits; hit rate 0.13% among 350,000; in the data active = a potency from the dose series; inconclusive = inhibition mostly from about 14% at the one dose, without a potency; inactive = the rest, 99 in 100 with inhibition below about 12%; also: strong numbers were not always called active
# H1N1 NS1A inhibition: H1N1 influenza NS1A inhibitors, functional cell based assay (AID 504329) | NS1A functional cell-based assay, percent inhibition; higher % means a stronger effect | inhibition, % at 12.5 µM; hits with a dose series show IC50 in µM | hit rate 0.3% among 340,000; in the data active = a potency from the dose series; inconclusive = inhibition above about 27% without an active follow-up result; also: strong numbers were not always called active
# VEEV TC-83 Vero 10K pilot screen: also measured in VEEV TC-83 Vero; calls as there; inhibition, %; measured here: 10K pilot screen inhibition
# Starred values were filed as active, the others as inactive; i = inactive; ? = inconclusive; . = not tested or not shown.
SMILES,Salmonella PhoP GFP,tuberculosis growth,M. tuberculosis HTS,VEEV TC-83 Vero,H1N1 NS1A inhibition,others
COc1cc(C(=O)OCC(=O)N(CC(C)C)C2CCS(=O)(=O)C2)ccc1OCC(C)C (stereo unspecified),9%,1%,4%,2.8%,-3%,
COc1ccc(C(=O)NCc2ccc(Cl)cc2)cc1S(=O)(=O)N1CCCC1,.,8%,-16%,7.1%,-3%,
COC(=O)C1=C(c2ccc(-c3ccccc3)c(F)c2)C[C@@H]2CC[C@H]1N2C(=O)NCCNC(C)=O,.,-12%,-13%,0.4%,3%,
COc1cccc(C(=O)Nc2ccc(-n3nncc3C(C)(C)C)cc2)c1,6%,.,-2%,1.5%,10%,
Cc1ccccc1NC(=O)Nc1ccccc1N1CCCCC1,2%,-11%,1%,1.5%,-20%,
Cc1cc(NS(=O)(=O)c2ccc(NC(=O)Cc3ccccc3)cc2)nc(C)n1,-6%,-3%,-5%,2.8%,-9%,
O=C(O)c1cc(N2CCCCC2)ccn1,.,.,.,0.8%,-8%,
CN=C1S/C(=C/c2cn(CC(=O)OC)c3ccccc23)C(=O)N1C,-5%,.,?,4.4%,2%,
Cc1ccc(-n2c(CNc3ccc(C)c(Cl)c3)n[nH]c2=S)cc1,3%,-7%,12%,0.2%,10%,
CCOC(=O)c1c(C)n(C)c2ccc(OC)c(NC(=O)CN3CCC4(CC3)OCCO4)c12,1%,6%,-10%,i,-6%,
CCn1nnnc1NCc1cccc(Cl)c1,25%,-3%,4%,0.5%,7%,
COc1ccc2cc(S(=O)(=O)N3CCN(C)CC3)ccc2c1,-3%,1%,2%,i,-3%,VEEV TC-83 Vero 10K pilot screen=0.7
O=C(Nc1ccc(N2CCOCC2)c(S(=O)(=O)Nc2ccccc2Cl)c1)c1ccccc1,.,45%,8%,5.0%,-5%,
COc1cccc(-c2nc(-c3ccccc3)no2)c1,6%,22%,0%,i,-2%,
COc1cc2c(cc1OC)[C@@H]1Cc3ccc(OC)c(OC)c3CN1CC2,4%,9%,2%,0.6%,-4%,
Cc1cccn2c(=O)c3cc(S(=O)(=O)c4ccccc4)c(=N)n(CC4CCCO4)c3nc12 (stereo unspecified),-26%,-15%,11%,.,.,
O=C(COC(=O)C1CCN(S(=O)(=O)c2cccs2)CC1)c1ccccc1,0%,33%,1%,1.4%,-5%,
O=C(COc1ccc(Br)cc1CO)Nc1ccc(F)cc1,-7%,18%,4%,7.2%,-18%,
CCOC(=O)c1c(O)c(O)c(C(=O)OCC)n1-c1ccccc1,-3%,-12%,-4%,0.5%,3%,
COc1cc2c(cc1NC(=O)CSc1nc3cc(Cl)ccc3s1)oc1ccccc12,-10%,13%,-7%,0.1%,-7%,
Cc1cccc(Oc2ccc(C(=O)NC3CCSC3=O)cn2)c1C (stereo unspecified),5%,-1%,8%,7.7%,2%,
O=C(c1ccc2oc(CCc3ccccc3)nc2c1)N1CCC(O)CC1,7%,0%,-6%,4.8%,-3%,
COc1cc(CN2CCCCCC2)cc(OC)c1,-9%,-9%,0%,0.2%,-2%,
CC(C)C(NC(=O)c1ccccc1NC(=O)c1ccccc1)C(=O)NCCCn1ccnc1 (stereo unspecified),8%,0%,4%,1.2%,1%,
COc1ccc(-n2c(C)nc(=O)c(-c3ccccc3)c2C)cc1,-5%,1%,-12%,0.4%,6%,

# Filtered by structure, the compounds so far containing fluorine
SMILES,Salmonella PhoP GFP,tuberculosis growth,M. tuberculosis HTS,VEEV TC-83 Vero,H1N1 NS1A inhibition,others
COC(=O)C1=C(c2ccc(-c3ccccc3)c(F)c2)C[C@@H]2CC[C@H]1N2C(=O)NCCNC(C)=O,.,-12%,-13%,0.4%,3%,
O=C(COc1ccc(Br)cc1CO)Nc1ccc(F)cc1,-7%,18%,4%,7.2%,-18%,

# The list goes on.
SMILES,Salmonella PhoP GFP,tuberculosis growth,M. tuberculosis HTS,VEEV TC-83 Vero,H1N1 NS1A inhibition,others
CSc1nc2ccc(S(=O)(=O)N3CCOCC3)cc2s1,1%,7%,1%,0.4%,-4%,
COc1ccc(C(=O)Nc2ccc3c(c2)CCCN3C(=O)c2cccs2)c(OC)c1,7%,1%,4%,13%,5%,
Cc1ccc(OCC(=O)N/N=C/c2cccc3cccnc23)cc1,1%,?,41%,4.8%,26µM*,
CN(C)c1ccc(/C=N/NC(=O)c2ccccn2)cc1,-2%,61%,?,5.6%,10%,
Clc1cc(NCc2cccs2)ccc1N1CCOCC1,-3%,36%,.,3.1%,17%,
O=C(Cc1cc(=O)oc2cc(O)ccc12)NN=Cc1ccc(N(CCCl)CCCl)cc1,.,.,.,13%,-1%,
O=C(Cc1noc2ccccc12)Nc1ccc(Cl)cc1,0%,70%,3%,i,-3%,
CCOC(=O)CSc1nc(-c2ccccc2)ns1,-6%,?,?,1.1%,0%,
CC(=O)Nc1ccc(S(=O)(=O)NC2(c3ccccc3)C(=O)N(C)C(=O)N(C)C2=O)cc1,.,.,.,2.7%,-22%,
CC1CC(C)CN(C(=O)C2CCN(C(=O)Nc3ccccc3)CC2)C1 (stereo unspecified),9%,3%,12%,0.5%,-14%,
c1ccc(-c2cccc(-c3ccccc3)n2)cc1,14%,17%,1%,i,-21%,
Cc1cc(C)cc(C(=O)NCC(=O)OCC(=O)NCc2ccco2)c1,-4%,-4%,-3%,i,-2%,
Cc1oc2ccc(Br)cc2c(=O)c1-c1nn[nH]n1,-15%,9%,17%,2.3%,-5%,
COc1ccc(S(=O)(=O)Nc2ccc(Oc3ccsc3C(=O)O)cc2)cc1,-2%,0%,-2%,i,-26%,
CC(=O)Nc1ccc(O)c(-c2nc3ccccc3s2)c1,-1%,12%,-4%,1.6%,6%,
COc1ccccc1C(=O)Nc1ccnn1C1CCN(Cc2cnc(N(C)C)s2)CC1,-3%,10%,0%,3.5%,0%,
CCOC(=O)C1=C(CSc2nnnn2C)N(C)C(=O)NC1c1ccccc1 (stereo unspecified),10%,-2%,-4%,0.9%,-9%,
COc1cc(/C=C2/CCCC(C(=O)C(F)(F)F)=C2O)ccc1O,7%,13%,-4%,1.1%,-11%,
COc1ccc(CN(C(=O)CO/N=C/c2ccccc2)c2ccccc2C(=O)O)cc1,-5%,-9%,-1%,0.0%,2%,
O=C(CSc1nnnn1-c1cccc2ccccc12)NC(C(=O)O)(c1ccccc1)c1ccccc1,-6%,5%,5%,2.3%,-2%,
C/C=C/c1ccc(O)c(OC)c1,2%,-4%,-14%,0.7%,-5%,
Cc1ccc(Nc2nnc(SC(C)C(=O)NC3CC3)s2)cc1 (stereo unspecified),.,8%,-7%,9.0%,-8%,
O=C(CCn1nc(-c2ccc(Cl)cc2)ccc1=O)N1CCN(c2ccccc2)CC1,4%,33%,8%,6.7%,-2%,
COc1ccc(NC(=O)CC2C(=O)N(c3cccc(OC)c3)C(=O)N2C(C)C)cc1 (stereo unspecified),-9%,-13%,2%,2.2%,5%,
O=C1NN(c2ccccc2)C(=O)C2C3C=CC(C4CC34)C12 (stereo unspecified),-13%,0%,-9%,0.6%,-2%,
# Further records follow:
SMILES,Salmonella PhoP GFP,tuberculosis growth,M. tuberculosis HTS,VEEV TC-83 Vero,H1N1 NS1A inhibition,others
CCOc1ccc(C2CC(c3cccc(Cl)c3)n3nc(N)nc3N2)cc1 (stereo unspecified),4%,32%,2%,0.8%,1%,
CCCOc1ccccc1OCC(=O)Nc1cccc(S(=O)(=O)NC2=NCCC2)c1,.,.,.,11%,5%,
COc1ccccc1C(=O)CSc1n[nH]c(N)n1,-3%,-9%,1%,3.0%,-7%,
COc1ccccc1CNS(=O)(=O)c1ccc2c(c1)CCCN2C(C)=O,-15%,1%,-9%,2.8%,-19%,
CCOC(=O)Cn1c(=O)oc2cc(S(=O)(=O)Nc3ccc(N(CC)CC)cc3C)ccc21,-12%,74%,0%,0.6%,8%,
CCN1CCN(CCNC(=O)c2ccc(/C=C3\Sc4ccccc4N(Cc4ccccc4F)C3=O)cc2)CC1,?,60%,1%,8.3%,1%,
O=C(Nc1ccc(NC(=O)c2ccco2)cc1)c1ccco1,-13%,-10%,-5%,2.2%,-3%,
CSc1ccccc1OCc1cc(C(=O)N(C)Cc2cc(C)[nH]n2)no1,-3%,5%,-8%,6.5%,-2%,
CSc1ccc(Cl)c(C(=O)OCC(=O)Nc2ccccc2OC(F)F)c1,-9%,?,51%,1.0%,3%,
Cc1cc(Cl)c(S(=O)(=O)N/N=C/c2ccc3c(c2)OCO3)c(Cl)c1,8%,9%,-6%,0.3%,3%,
O=C(NCc1cccnc1)c1ccc(Cl)c(Cl)c1,6%,8%,4%,2.2%,-2%,
N#C/C(=C/c1ccc(Cl)cc1)NC(=O)c1ccccc1,5%,65%,10%,0.7%,-8%,
CC1(C)C=Cc2c(ccc3c2OC[C@H](c2ccc(O)cc2O)C3)O1,.,-2%,10%,2.0%,5%,VEEV TC-83 Vero 10K pilot screen=11
COc1ccc(NC(=O)CN2CCN(C(=O)C3CCCO3)CC2)c(OC)c1 (stereo unspecified),-10%,-13%,-17%,1.6%,-4%,
COc1ccc(NC(=O)COC(=O)Cn2cnc3ccccc3c2=O)c(OC)c1,.,-13%,-9%,1.8%,-16%,
COc1cc(/C=C2\SC(=S)N(NS(=O)(=O)c3ccccc3)C2=O)ccc1O,-21%,-9%,-2%,0.1%,15%,
CC[C@]12c3[nH]c4ccc(Cl)cc4c3CCN1C(=O)[C@@H](CC(=O)NCc1cccc(C(F)(F)F)c1)C[C@@H]2C(=O)N1CCN(C(=O)C2CC2)CC1,.,.,.,0.2%,-16%,
Cc1cccc(-c2nnn(C/C(N)=N/O)n2)c1,-3%,-9%,3%,0.6%,2%,
Cc1ccc(NC(=O)CCCNC(=O)c2ccc(Cl)cc2)cc1S(=O)(=O)N1CCCCC1,.,.,.,3.3%,-4%,
CC(NC(=O)COc1ccc(Br)cc1)C1CCCO1 (stereo unspecified),-3%,.,-20%,1.4%,3%,
Cc1occc1C(=O)NNC(=S)NC(=O)COc1ccc(Cl)cc1Cl,0%,?,?,4.6%,0%,
CC(=O)Nc1ccc(C2C(=O)c3ccccc3C2=O)cc1,3%,-1%,-2%,i,2%,

# 16 compounds out of the list, ordered by SMILES length, lowest first.
SMILES,Salmonella PhoP GFP,tuberculosis growth,M. tuberculosis HTS,VEEV TC-83 Vero,H1N1 NS1A inhibition,others
COc1ccccc1C(=O)CSc1n[nH]c(N)n1,-3%,-9%,1%,3.0%,-7%,
O=C(NCc1cccnc1)c1ccc(Cl)c(Cl)c1,6%,8%,4%,2.2%,-2%,
O=C(Nc1ccc(NC(=O)c2ccco2)cc1)c1ccco1,-13%,-10%,-5%,2.2%,-3%,
O=C1NN(c2ccccc2)C(=O)C2C3C=CC(C4CC34)C12 (stereo unspecified),-13%,0%,-9%,0.6%,-2%,
Cc1occc1C(=O)NNC(=S)NC(=O)COc1ccc(Cl)cc1Cl,0%,?,?,4.6%,0%,
COc1ccccc1CNS(=O)(=O)c1ccc2c(c1)CCCN2C(C)=O,-15%,1%,-9%,2.8%,-19%,
CSc1ccccc1OCc1cc(C(=O)N(C)Cc2cc(C)[nH]n2)no1,-3%,5%,-8%,6.5%,-2%,
COc1ccc(NC(=O)CN2CCN(C(=O)C3CCCO3)CC2)c(OC)c1 (stereo unspecified),-10%,-13%,-17%,1.6%,-4%,
COc1ccc(NC(=O)COC(=O)Cn2cnc3ccccc3c2=O)c(OC)c1,.,-13%,-9%,1.8%,-16%,
CCCOc1ccccc1OCC(=O)Nc1cccc(S(=O)(=O)NC2=NCCC2)c1,.,.,.,11%,5%,
Cc1cc(Cl)c(S(=O)(=O)N/N=C/c2ccc3c(c2)OCO3)c(Cl)c1,8%,9%,-6%,0.3%,3%,
COc1cc(/C=C2\SC(=S)N(NS(=O)(=O)c3ccccc3)C2=O)ccc1O,-21%,-9%,-2%,0.1%,15%,
Cc1ccc(NC(=O)CCCNC(=O)c2ccc(Cl)cc2)cc1S(=O)(=O)N1CCCCC1,.,.,.,3.3%,-4%,
CCOC(=O)Cn1c(=O)oc2cc(S(=O)(=O)Nc3ccc(N(CC)CC)cc3C)ccc21,-12%,74%,0%,0.6%,8%,
CCN1CCN(CCNC(=O)c2ccc(/C=C3\Sc4ccccc4N(Cc4ccccc4F)C3=O)cc2)CC1,?,60%,1%,8.3%,1%,
CC[C@]12c3[nH]c4ccc(Cl)cc4c3CCN1C(=O)[C@@H](CC(=O)NCc1cccc(C(F)(F)F)c1)C[C@@H]2C(=O)N1CCN(C(=O)C2CC2)CC1,.,.,.,0.2%,-16%,

# Not a hit list; overall some 1.6% were active at least once.
